Bioassay records deposited in PubChem by several laboratories.
NPR2 activator: GC-B (human) receptor activation; 370,000 tested, 0.11% active; activation, % at 10 µM; HEK293-GC-B cells, CNP EC30, cGMP TR-FRET; 0% at EC30 CNP, 100% saturating CNP;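 active = activation at 10 µM reaching about 35% in either raw or pattern-adjusted values, limit read from the data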
rCAG binder: molecules binding r(CAG) RNA repeats. 370,000 tested, 1.3% active. inhibition, % at 3 µM. r(CAG) RNA repeat, TO-PRO-1 dye displacement fluorescence;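 active = inhibition above the plate cutoff, the mean of all test compounds on that plate plus 3 SD, cut at about 35% in these data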;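 also: 0% = DMSO alone and 100% = 100 µM mitoxantrone as full dye displacement; higher means more dye released from RNA so lower well fluorescence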
LEDGF integ inh: blocks HIV-1 LEDGF/p75-dependent DNA integration; 370,000 tested, 0.64% active; inhibition, % at 3.7 µM; AID 743269; TR-FRET IN-LEDGF/p75 DNA integration, Eu/Cy5;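 active = inhibition above the screen-wide mean plus 3 SD, cut at about 13% in these data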;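 also: signal is the Cy5 over europium emission ratio at 671 and 618 nm; 0% = plate median of compound wells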
MBD2 DNA inh: blocks human MBD2 binding to methylated DNA. TR-FRET, MBD2 binding to methylated oligonucleotide. 370,000 tested, 0.31% active. AID 686964. Q9UBB5. inhibition, % at 4.4 µM; in the data active = inhibition above about 13%
TCR CD3 inh: human TCR-CD3 binding inhibition. TAMRA-labeled TCR probe fluorescence, biochemical. 360,000 tested, 0.37% active. inhibition, % at 9.4 µM; in the data active = inhibition above about 19%;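 also: recombinant mutant TCR 2C K166C tagged with TAMRA read by polarization; 0% = receptor in buffer alone and 100% = receptor with positive control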
TDP2 absorb: TDP2 (human) inhibition, absorbance primary screen; recombinant TDP2, T5PNP hydrolysis, p-nitrophenol absorbance 415 nm; inhibition, % at 12.8 µM; 370,000 tested, 0.34% active; AID 720702;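 active = inhibition above the mean of all tested compounds plus 3 SD, set per campaign, cut at about 25% in these data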;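 also: 0% = DMSO with enzyme and 100% = buffer with substrate but no TDP2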
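Assay system: Recombinant human TDP2 | Quantity: 120 nM TDP2 per well | Incubation: 2 h at 37 °C | Signal: Epi absorbance | Evaluation: Percent inhibition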
SIAE inh: inhibitors of human sialic acid acetylesterase SIAE. Q9HAT2. SIAE FP-Rh probe binding, fluorescence polarization. inhibition, % at 9.66 µM. 370,000 tested, 0.69% active;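 active = inhibition above a cutoff: mean of compounds within the control limits plus 3 SD of those, cut at about 17% in these data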;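 also: 0% = plate median of compound wells and 100% = probe without SIAE protein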
HTRA1 inh: blocks human HTRA1 serine peptidase; Q92743; 340,000 tested, 0.5% active; inhibition, % at 5.96 µM; recombinant HTRA1, FP-rhodamine activity-based probe, fluorescence polarization; AID 504803; in the data active = inhibition above about 36%;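 also: 0% = enzyme with DMSO and 100% = wells lacking enzyme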
Target sequence (Q92743 whole entry, looked up): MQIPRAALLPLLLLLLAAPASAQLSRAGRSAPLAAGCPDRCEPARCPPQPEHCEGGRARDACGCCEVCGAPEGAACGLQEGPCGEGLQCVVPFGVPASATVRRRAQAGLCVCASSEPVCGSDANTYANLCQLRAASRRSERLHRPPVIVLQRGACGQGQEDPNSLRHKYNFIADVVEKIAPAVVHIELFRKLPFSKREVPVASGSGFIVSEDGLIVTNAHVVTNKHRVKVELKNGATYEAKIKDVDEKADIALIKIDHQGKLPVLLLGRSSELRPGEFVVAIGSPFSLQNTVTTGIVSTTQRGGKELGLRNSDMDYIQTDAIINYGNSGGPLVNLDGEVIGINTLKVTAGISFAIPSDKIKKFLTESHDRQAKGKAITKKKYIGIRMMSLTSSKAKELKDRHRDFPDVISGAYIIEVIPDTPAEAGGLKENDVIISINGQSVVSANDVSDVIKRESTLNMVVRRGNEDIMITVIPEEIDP
PRMT1 inh: blocks human protein arginine methyltransferase 1 | recombinant PRMT1, activity-based probe fluorescence polarization | inhibition, % at 2.79 µM | 370,000 tested, 1.3% active | AID 652257;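 active = inhibition above about 21% made by adding two undisclosed values, limit read from the data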
mABHD4 FP: ABHD4 (mouse) inhibition, primary FP screen. Q8VD66. purified mABHD4, FP-Rh probe fluorescence polarization. inhibition, % at 8.92 µM. 370,000 tested, 0.54% active;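 active = inhibition exceeding the mean over every tested compound plus 3 SD, cut at about 30% in these data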;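 also: 0% = plate median of compound wells and 100% = S159A mutant with DMSO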
Target sequence (Q8VD66 whole entry, looked up): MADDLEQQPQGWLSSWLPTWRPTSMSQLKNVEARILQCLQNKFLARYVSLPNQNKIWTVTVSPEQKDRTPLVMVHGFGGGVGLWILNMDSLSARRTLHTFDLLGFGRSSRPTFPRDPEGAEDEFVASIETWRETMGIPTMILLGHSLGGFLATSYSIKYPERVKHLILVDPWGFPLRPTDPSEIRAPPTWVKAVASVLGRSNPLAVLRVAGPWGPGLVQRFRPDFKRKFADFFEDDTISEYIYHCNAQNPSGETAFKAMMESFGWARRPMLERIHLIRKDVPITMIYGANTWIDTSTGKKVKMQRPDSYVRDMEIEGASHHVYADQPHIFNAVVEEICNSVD
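system = mouse ABHD4 enzyme, wild type | medium = HEPES pH 7.0, NaCl, Pluronic buffer | also added = FP-Rh probe | incubation = Enzyme–compound pre-incubation 45 min, then probe 60 min, both 25 °C | technique = fluorescence polarization, excitation 525 nm, emission 598 nm, BODIPY TMR filters | controls = S159A mutant high control, sample median low control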
* marks the source's active call; other numbers are inactive results; . = no result given; & = joins results of further samples.

SMILES	NPR2 activator	rCAG binder	LEDGF integ inh	MBD2 DNA inh	TCR CD3 inh	TDP2 absorb	SIAE inh	HTRA1 inh	PRMT1 inh	mABHD4 FP
CCOC(=O)[C@@H]1CSCCS(=O)(=O)N1C(=O)[C@H](CCSC)NC(=O)OC(C)(C)C	4	-2	0	2	0	-5	5	.	3	-13
CC(C)(C)SCCNC(=O)CN(c1ccc(F)c(Cl)c1)S(C)(=O)=O	3	-4	1	-3	0	13	11	-6	-3	6
O=C(CSc1ccccn1)N1CCN(c2ccc(Cl)cc2)CC1	0	-3	2	-4	-2	6	2	-6	15	4
CC(O)C(NS(=O)(=O)c1ccc(Cl)cc1)C(=O)OCCOc1ccc(F)cc1 (stereo not given)	-5	1	2	5	1	-7	-4	5	5	-7
C=CCNc1nc(NCc2ccc(N(C)C)cc2)c2sc(-c3ccccc3)cc2n1	0	16	0	9	-12	3	15	.	6	15
CCC1CCC(c2nnc(-c3ccc([N+](=O)[O-])cc3)o2)CC1 (stereo not given)	-2	-3	-2	-8	-5	5	1	-1	1	4
O=C(O)c1ccccc1-n1ncc2c1/C(=C/c1ccc(Cl)cc1)CC2	-10	38*	-1	5	-2	3	-3	.	14	3
Cc1nc2cc(-c3cccc(F)c3)nn2c(C)c1CCC(=O)NC(C)c1ccc2c(c1)OCCO2 (stereo not given)	-3	6	6	1	-9	2	-4	-22	-3	-4
CCc1nc2c3cnn(-c4cc(Cl)ccc4C)c3ncn2n1	-8	2	-7	2	-4	-12	-6	3	-3	-18
Nc1[nH]c(C(=O)c2ccc(Br)cc2)c(-c2ccc(Br)cc2)c1C(=O)NCc1cccc2ccccc12	0	10	-1	4	-3	6	4	.	-4	-2
CCOc1ccccc1C=C1SC(=S)NC1=O	-9	32	1	-1	-5	-2	-10	-21	4	-25
Cc1nnc(NC(=O)CSc2nnc(NC(=O)C(C)(C)C)s2)s1	6	-1	3	-4	6	10	2	12	-2	2
C=CCNC(=S)NNc1nc(N2CCCC2)nc(N2CCCC2)n1	3	-6	-3	3	-11	-2	-2	6	5	0
COC(=O)CCC(NC(=O)c1cc(C)oc1C)C(=O)OC (stereo not given)	-5	3	0	-2	2	3	-4	-1	0	1
CCOC1(OCC)C(c2ccc(N)cc2)C(C#N)(C#N)C1(OCC)OCC (stereo not given)	-2	-1	-2	1	-4	-8	3	2	5	4
CCCCNC(=O)C1CCCN1C(=O)Nc1ccc(Cl)cc1 (stereo not given)	-2	1	3	-2	.	14	7	.	-3	1
CC(C)(C)NC(=O)COC(=O)c1ccc(S(=O)(=O)N2CCCCCC2)cc1	0	-6	1	0	4	-3	-2	-5	1	-7
CCc1nnc(NC(=O)c2ccco2)s1	0	-1	4	0	10	-23	-10	0	-4	-6
c1csc(-n2nc3ccccc3n2)c1	-7	0	2	-6	-3	-4	-4	2	-3	-9
N#Cc1ccccc1Cn1c(=O)oc2ccccc21	1	1	-1	-4	-3	1	-1	0	-1	-1

Next section (2 carried over from the part before).
SMILES	NPR2 activator	rCAG binder	LEDGF integ inh	MBD2 DNA inh	TCR CD3 inh	TDP2 absorb	SIAE inh	HTRA1 inh	PRMT1 inh	mABHD4 FP
c1csc(-n2nc3ccccc3n2)c1	-7	0	2	-6	-3	-4	-4	2	-3	-9
N#Cc1ccccc1Cn1c(=O)oc2ccccc21	1	1	-1	-4	-3	1	-1	0	-1	-1
CCOC(=O)c1sc2nccc(N(C)C)c2c1N=CNOCc1c(F)cccc1Cl	-17	6	-1	-2	-3	-1	-1	-8	3	2
c1ccc2c(c1)C(=NCC1CCCO1)NC2=NCC1CCCO1 (stereo not given)	3	-2	-4	0	5	-6	-4	7	2	4
CC1=NN(C(=O)Cc2ccc([N+](=O)[O-])cc2)C(O)(C(F)(F)C(F)(F)F)C1 (stereo not given)	0	-1	-3	-1	4	-9	3	8	5	7
Cc1ccc(S(=O)(=O)NCCNc2ccc(Br)c(C)c2)cc1	1	3	-9	4	-2	-4	7	-3	2	-5
O=C(O)C1CCCN1C(=O)Nc1ccccc1 (stereo not given)	2	0	-3	5	8	-10	-4	-2	-1	2
O=C(C1=C[C@@H](C2CC2)C[C@@H](OCCCCO)O1)N1CCN(Cc2ccccc2)CC1	0	2	1	0	-4	-13	4	2	5	-2
COc1ccc(CCNC(=O)CSc2ccc3nnc(CCNC(=O)c4ccc(C)cc4)n3n2)cc1OC	1	-9	1	4	8	4	-2	1	1	4
Cc1nn(CC(=O)N(CC(C)C)C2CCS(=O)(=O)C2)c(C)c1[N+](=O)[O-] (stereo not given)	4	0	4	2	-1	6	-3	0	-2	-5
Cn1nc([N+](=O)[O-])nc1Oc1ccc(C(C)(C)C)cc1	-4	-4	-1	1	-3	0	0	0	0	7
CCC1(c2ccccc2)NC(=O)N(CC(=O)Nc2ccccc2C(=O)NC2CC2)C1=O (stereo not given)	-4	-3	-7	4	-9	-12	2	-8	4	6
CC(C)CN(C(=O)CSc1nnc(-c2ccco2)o1)c1c(N)n(Cc2ccccc2)c(=O)[nH]c1=O	-3	1	3	8	-6	-16	-15	5	12	1
O=C(O)c1cccc(-n2cccc2/C=C2/SC(=O)N(CC(=O)N3CCCC3)C2=O)c1	4	13	5	-6	7	-4	-4	-1	4	4
Cc1cc(=O)[nH]c(SCC(=O)N2CCCC(C)C2)n1 (stereo not given)	3	2	5	1	0	-4	-1	1	15	6
O=C(COC(=O)COc1ccccc1[N+](=O)[O-])NC1CCCC1	-2	0	-3	4	-2	-3	-2	7	-1	-2
O=C1CC(c2ccccc2)CC(O)=C1C=NCCN1CCN(C(=O)Nc2ccccc2)CC1 (stereo not given)	0	-5	4	-6	2	-1	7	4	0	2
CC1=C(C(=O)NC2CCC(C)CC2)C2(CCC(C)CC2)OC1=O (stereo not given)	3	2	2	-2	2	3	-8	0	2	6
COc1ccc(CCNC(=O)/C=C/c2ccco2)cc1OC	1	5	5	-1	3	4	-1	5	23*	0
CC12CC(c3ccccc3O1)C(C(=O)N1CCOCC1)C(=O)N2 (stereo not given)	.	-2	7	-2	-3	-6	-1	-2	2	-4
O=C(Cn1ccc2ccccc2c1=O)NCCC(=O)NC1CCN(Cc2ccccc2)CC1	-1	-7	1	-3	12	-5	2	-8	-2	5
Clc1cncc(Cl)c1NNc1c2ccccc2nc2ccccc12	1	2	-1	-2	-12	-5	10	2	6	8
O=C1C(=O)N(Cc2ccncc2)C(c2ccccc2F)/C1=C(\O)c1ccc2c(c1)OCCO2 (stereo not given)	4	3	0	-2	7	1	3	2	1	5
O=C(Nc1ccccc1C(=O)NCC1CCCO1)c1ccco1 (stereo not given)	1	0	1	-4	0	7	-2	-4	-1	3
CN=C1S/C(=C\c2ccc(Cl)cc2)C(=O)N1C	-4	-1	0	-1	4	-8	0	-4	0	1
COc1ccc(OC)c(-c2nc(CN3CCN(C(=O)c4ccco4)CC3)c(C)o2)c1	0	-3	3	-1	11	-4	1	-5	-1	5
Cc1ccc(Nc2nnc(SCC(=O)Nc3ncc(S(=O)(=O)c4ccc([N+](=O)[O-])cc4)s3)s2)cc1	3	15	3	6	-8	-12	-8	4	2	-2
COc1ccc2c(C(=O)CN3CCN(CCO)CC3)c[nH]c2c1	4	2	0	-1	1	1	1	7	3	0
CC(=O)c1ccc(NC(=S)NC(NC(=O)c2ccco2)C(Cl)(Cl)Cl)cc1 (stereo not given)	11	12	0	1	3	1	-11	-27	-1	-23
O=C(c1ccccc1Br)N1CCN(c2ccc([N+](=O)[O-])c(N3CCOCC3)c2)CC1	2	-1	-2	-4	-3	4	-2	0	-2	2
COc1cccc(NC(=S)NC(Cc2ccccc2)c2ccccc2)c1 (stereo not given)	-5	9	5	1	1	-14	-18	-52	-6	-44
Cc1cc2ncn(CCC(=O)NC3CCCC3)c2cc1C	5	-4	-4	1	1	5	-4	.	-2	5
CCOC(=O)c1cc(NC(=O)SCC(=O)O)c(C)nc1C	-5	0	2	-7	6	11	-2	5	1	3
CC(C)(C)c1ccc2c(c1)C(c1ccc3c(c1)OCO3)CC(=O)O2 (stereo not given)	-4	8	1	1	-1	14	1	-8	3	-1
CCCCn1c(N)c(N(CC(C)C)C(=O)C2=COCCO2)c(=O)[nH]c1=O	4	-1	-3	3	3	4	3	4	-3	5
C#CCCC(=O)O[C@H]1CCC[C@@]2(C(=O)N(Cc3ccccc3)c3ccccc32)[C@H]1NC(=O)CCc1ccccc1	-3	3	5	0	.	2	-6	.	3	-12
CC1(C)C2CCC(CN)C1C2 (stereo not given)	3	1	6	0	8	2	-7	5	0	1
CCc1c(C)nc(SCC(=O)N2CCCCC2)[nH]c1=O	-4	0	0	4	0	3	7	3	3	-4
CS(=O)(=O)c1ccc(-c2csc(C(O)c3cccc(Cl)c3)n2)cc1 (stereo not given)	0	1	-3	0	4	6	-2	.	-5	-10
O=C(CCCCCn1c(=S)[nH]c2cc3c(cc2c1=O)OCO3)N1CCN(C(=O)c2ccco2)CC1	-5	-4	-3	6	2	11	-11	-1	1	2
COc1ccc(-c2nnc(Nc3ccc(CC(N)=O)cc3)c3ccccc23)cc1	-2	-1	-5	3	1	7	0	-9	-2	-9
CC(C)OP(=O)(OC(C)C)C(Nc1ccccc1)c1ccc2c(c1)OCO2 (stereo not given)	-17	-11	-3	-1	0	3	-2	1	1	-6
CCC(C)N1CC23C=CC(O2)C(C(=O)OCc2ccccc2)C3C1=O (stereo not given)	1	3	0	-5	-3	-16	-18	2	-1	-5
COc1ccc(OC)c(S(=O)(=O)Nc2ccc3[nH]c(=O)[nH]c3c2)c1	0	0	4	-2	-1	13	10	3	-5	4
COc1cc(C=O)cc(Br)c1OCC(N)=O	6	3	1	2	0	-9	1	7	1	1
COc1ccc(NC(=O)C2(C)CCN2CCc2ccccc2)cc1OC (stereo not given)	0	-2	2	0	6	5	5	.	0	3
CCOc1ccc2oc(C(=O)Nc3ccc4c(c3)OCO4)c(C)c2c1	1	9	-3	-2	-3	-5	-4	-32	5	2
CCOC(=O)c1cc2c(=O)n3cccc(C)c3nc2n(Cc2ccco2)c1=NC(=O)c1ccccc1	2&-3	30&16	5&3	9&4	0&1	2&-2	-5&-8	-11&-10	7&7	10&4
COc1ccc(OCC(O)CNC(C)c2ccccc2)cc1 (stereo not given)	-2	-2	5	-2	-5	-13	1	-3	-2	-6
O=C(O)CCC(=O)c1ccc2c(c1)OCCO2	-8	2	4	0	7	-6	0	-2	0	4
COc1ccc(Cn2c(CO)cnc2SCC(=O)Nc2cc(C)on2)cc1	3	0	-1	4	2	24	6	-2	-1	0
COc1cc(NC(=S)N2CCN(c3ccccn3)CC2)cc(OC)c1OC	1	1	-1	2	-1	0	-3	-1	-2	-3

Quoted from the listing:
Value for COc1ccc(Cn2c(CO)cnc2SCC(=O)Nc2cc(C)on2)cc1 under TCR CD3 inh: 2
Value for CCOC(=O)c1cc2c(=O)n3cccc(C)c3nc2n(Cc2ccco2)c1=NC(=O)c1ccccc1 under SIAE inh: -5&-8
Value for CCC(C)N1CC23C=CC(O2)C(C(=O)OCc2ccccc2)C3C1=O (stereo not given) under TCR CD3 inh: -3

A portion of the library; the hit share may differ from the screen's.
